Source: PubChem BioAssay
PMI inhibitors: inhibitors of human PMI, primary screen, biochemical, fluorescence intensity, coupled assay (AID 1209) | Mannose-6-phosphate isomerase (Homo sapiens) | purified PMI enzyme, coupled fluorescence intensity; higher % means a stronger effect | inhibition, % at 20 µM; hits with a dose series show IC50 in µM | actives 0.42% (n = 190,000);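 further: plate controls were DMSO vehicle for no effect and wells lacking substrate for full effect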
M1AAP inhibition: P. falciparum M1AAP inhibitors, biochemical, fluorogenic H-Leu-NHMec substrate, 1536-well (AID 1445); recombinant M1AAP, H-Leu-NHMec fluorogenic kinetic assay; higher % means a stronger effect; inhibition, % at 30 µM, or IC50 in µM where a hit was titrated; actives 0.42% (n = 220,000); Aminopeptidase N (Plasmodium falciparum (isolate 3D7));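 active means primary inhibition above the hit cutoff, then over 50% inhibition at one or more dose response concentrations, cut at about 23% in these data, passing the limit was not always enough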;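 further: plate controls were DMSO full reaction for no effect and no enzyme background for full effect; strong numbers were not always called active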
Lipid droplet: inhibitors of hepatocyte lipid droplet formation, primary screen, imaging, high-throughput imaging, BODIPY stain. AML12 mouse hepatocytes, oleate lipid droplets. actives 0.4% (n = 240,000). inhibition, % at 6.5 µM. AID 1656, 2009;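 active means lipid droplet intensity inhibited by at least 50%, with more than 500 cells counted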
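System: AML12 hepatocytes (mouse). Probe or stimulus: oleic acid at 100 µM to induce lipid droplet formation. Times: overnight treatment with compound plus oleate. Detection: Image-based BODIPY and DAPI two-channel analysis. Evaluation: percent inhibition of filter-corrected integrated lipid droplet intensity per well.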
TNAP activators: human TNAP enzyme activators, primary screen, biochemical, luminescent, no phosphate acceptor, uHTS (AID 1001). Alkaline phosphatase, tissue-nonspecific isozyme (Homo sapiens). purified TNAP, luminescent activation assay, no phosphate acceptor; higher activation fold means a stronger effect. activation fold at 20 µM; hits with a dose series show EC50 in µM. actives 0.03% (n = 200,000); in the data active means activation fold from about 3, or a potency from the dose series; inactive means the rest, 99 in 100 with activation fold below about 1.6; further: many of its hits are not listed in these tables
CSM14.1 death rescue: rescue of cells from ER stress-induced death, primary screen, 384-well, CSM14.1, thapsigargin, ATP luminescence (AID 1222); CSM14.1 thapsigargin-induced death rescue, ATP luminescence; higher % means a stronger effect; one-dose cellular ATP content (survival), % at 20 µM; EC50 in µM for titrated hits; 190,000 tested, under 10 active;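 active means EC50 below 50 µM in the dose-response confirmation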;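 further: death triggered by thapsigargin at about 15 µM added after 2 h compound pretreatment; cell ATP read after overnight thapsigargin exposure of roughly 18 to 22 hours; normalized against plate controls of thapsigargin alone and 5% DMSO vehicle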
K1F lysis inhibition: inhibition of K1F phage lysis, E. coli UTI89, bacterial capsule biogenesis inhibitors, alamar blue (AID 488966); E. coli UTI89 K1F phage lysis, alamar blue, 2 h; higher % means a stronger effect; inhibition, % at 100 µM, or IC50 in µM where a hit was titrated; actives 0.02% (n = 340,000);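 active means phage lysis inhibition, versus mean bacterial control, above a set limit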;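 further: capsule biogenesis inhibitors block K1F phage lysis so surviving cells raise fluorescence; higher fluorescence means more inhibition of phage lysis; actives were called in the ten point dose series up to 300 µM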
PMI inhibition: human PMI inhibitors, high substrate, primary screen, biochemical, fluorescence intensity, high mannose 6-phosphate (AID 1220); Mannose-6-phosphate isomerase (Homo sapiens); recombinant PMI enzyme, coupled fluorescence intensity; higher % means a stronger effect; one-dose inhibition, % at 20 µM; IC50 in µM for titrated hits; actives 0.66% (n = 190,000)
WT yeast gro inh: growth inhibition of WT strain, primary screen, mitochondrial fusion inhibitor project, WT and mutant strains, chemical genetic | inhibition, % at 10 µM | actives 2.1% (n = 190,000) | mitochondrial fusion phenotypic screen; in the data active means inhibition above about 58%; tested in S. cerevisiae
Myeloid diff MLP: induction of myeloid progenitor differentiation, primary screen, cell-based, flow cytometry, MLPCN library; AID 624256, 2012; ER-HoxA9 myeloid progenitors, lysozyme-GFP differentiation; calls only at 10 µM; actives 1% (n = 360,000);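 active means normalized GFP-positive differentiation at or above the plate's own cutoff, the solvent-only control mean plus 3 SD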;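 further: cells exposed to compound for four days before flow analysis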
WT yeast gro inh mutant strain: further read-out of WT yeast gro inh, marked with its call; inhibition, %; mitochondrial fusion phenotypic screen, mutant strain inhibition
Lipid droplet cells 6.5 µM: also measured in Lipid droplet; calls as there; cell count; measured here: cell count, cytotoxicity flag;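 cells counted across two imaged fields per well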
Myeloid diff MLP GFP+ MAC1+ %: also measured in Myeloid diff MLP; calls as there; GFP+ MAC1+ double positive, %; measured here: differentiation confirmed by MAC1 staining
* hit, by the source's call; i = inactive; . = no result given; + = active, no number; [ ] = remark or other dose. Unless noted, no stated cut-off is given here; in the data, active means inhibition above about 50%; inactive means the rest.

SMILES	PMI inhibitors	M1AAP inhibition	Lipid droplet	Lipid droplet cells 6.5 µM	TNAP activators	CSM14.1 death rescue	K1F lysis inhibition	PMI inhibition	WT yeast gro inh	WT yeast gro inh mutant strain	Myeloid diff MLP	Myeloid diff MLP GFP+ MAC1+ %
Cc1cc(C)c2oc(=O)cc(CN3CCN(Cc4ccc5c(c4)OCO5)CC3)c2c1	-3%	4%	.	.	1	1.9%	0.3%	-1%	3	11	i	1.4
O=C(Nc1nccs1)C1CC2CCC1C2 (stereo unspecified)	-2%	1%	.	.	1	-1.4%	-1.2%	-3%	0	13	i	0.9
CCOC(=O)CSc1nnc(CNC(=O)c2cccs2)n1-c1ccccc1	9%	-3%	.	.	1.1	0.0%	0.0%	2%	6	-2	i	1.4
CC(C)C(C(=O)N1CCOCC1)N1C(=O)c2ccccc2C1=O (stereo unspecified)	4%	11%	0	797	1.1	-1.2%	2.2%[50 µM]	-3%	-9	1	i	3.9
CCCCc1oc2c(c(=O)c1C)C(=O)CC(c1ccccc1)C2 (stereo unspecified)	-2%	0%	-27	784	1.1	-0.7%	-0.2%[50 µM]	-3%	-15	-22	i	1.4
COC(=O)c1ccc(NC(=O)Nc2cccc(F)c2)cc1	8%	-4%	2	693	1	-2.5%	3.2%	1%	23	7	i	0.0
COc1ccc(Cl)c(N2CCN(CCCNC(=O)Nc3ccc(C)cc3)CC2)c1	19%	8%	-12	757	1.1	-4.5%	1.7%	12%	29	26	i	1.7
CCN1C2=C(C(=O)CCC2)C(c2ccc(O)cc2)C2=C1CCCC2=O	2%	1%	-34	571	1.1	-2.3%	1.6%	-9%	-9	-1	i	0.7
CCOC(=O)C(Sc1cc(C)nc(N)n1)C(C)=O (stereo unspecified)	-7%	6%	9	759	1	-1.5%	-2.7%	-6%	10	-12	i	1.0
COc1ccc(S(=O)(=O)N2N=C(c3ccc(NS(C)(=O)=O)cc3)CC2c2ccco2)cc1 (stereo unspecified)	-31%	4%	4	699	1	-1.8%	-0.1%	10%	5	-3	i	0.6
COc1ccccc1NC(=O)Cn1cnc2sc(C(=O)NCc3ccco3)c(C)c2c1=O	7%	-4%	1	844	1.1	4.6%	0.6%	-4%	8	-1	i	1.0
COc1cc([C@@H]2C[C@H]3CN(c4ccccc4)C(=O)[C@]34CCCN24)cc(OC)c1OC	6%	-1%	3	613	1.1	-0.7%	0.2%	4%	9	7	i	0.3
O=C1CC(N2CCC(c3nc4ccccc4o3)CC2)C(=O)N1Cc1cccs1 (stereo unspecified)	17%	-4%	-17	756	1	2.9%	-0.8%[50 µM]	12%	13	3	i	0.9
Cc1ccc(C2CC(=O)Nc3c2ccc2ccccc32)cc1[N+](=O)[O-] (stereo unspecified)	10%	-1%	-1	610	1	-2.9%	0.2%	8%	46	19	i	0.8
O=C(Oc1cccc2cccnc12)c1cccc([N+](=O)[O-])c1	24%	1%	-2	789	1.1	3.2%	-0.6%	44%	3	9	i	0.5
Cn1c(O)c(N=NC(=O)c2cc(-c3cccs3)nc3ccccc23)c2ccccc21	0%	-3%	-1	636	1	-3.3%	1.9%[50 µM]	6%	-4	2	i	1.2
CC(C)(C)N=C1NN=C(c2ccc(Cl)cc2)CS1	.	12%	-9	701	.	.	-0.7%	.	.	.	i	0.6
O=C(O)CSCc1nc2scc(-c3ccccc3)c2c(=O)[nH]1	-4%	4%	10	627	1.1	6.2%	-0.1%	4%	12	-1	i	0.4
CCCCC(c1nnnn1CS(=O)(=O)c1ccc(C)cc1)N1CCN(c2ccccc2)CC1 (stereo unspecified)	24%	0%	-13	696	1	-1.1%	-1.5%	17%	17	17	i	0.2
O=C(c1nc2n(n1)C(c1ccc(Cl)cc1)C=C(c1ccccc1)N2)N1CCOCC1 (stereo unspecified)	-34%	22%	-2	694	1	.	0.9%	-65%	42	-1	i	1.5
COc1ccc(C(NC(=O)C(C)(C)C)NC(=O)C(C)(C)C)cc1	-9%	10%	22	804	1	-2.4%	0.3%	-3%	-19	-2	i	0.5
CCN1CCN(C(=O)Nc2cccc(C(F)(F)F)c2)CC1	15%	4%	0	544	1.1	.	0.9%	21%	1	4	i	6.0
COc1ccccc1N(CC(=O)Nc1ccc2c(c1)OCCO2)S(C)(=O)=O	7%	1%	-1	764	1	-4.3%	0.2%	6%	-11	-3	i	0.5
COc1cc(-c2nnc(-c3cccs3)o2)cc(OC)c1OC	14%	8%	7	841	1	-1.8%	-0.3%	3%	4	1	i	0.6
CC(=O)c1c(C)[nH]c(C(=O)OCC(=O)Nc2cc(C(F)(F)F)ccc2N2CCOCC2)c1C	7%	7%	.	.	1.1	1.2%	-0.2%	10%	10	15	+	1.0*
c1cc(CNc2ccc3c(c2)OCO3)ccn1	29%	5%	-17	651	1	-2.0%	-2.0%	27%	-3	-7	i	1.0
CCOc1ccc(S(=O)(=O)Nc2ccccc2C(=O)NCC2CCCO2)cc1 (stereo unspecified)	-2%	10%	.	.	1.1	-0.1%	-0.9%	-2%	10	5	i	1.4
Cc1noc(C)c1S(=O)(=O)N(CC(=O)N1CCCC1)c1ccc(C(C)C)cc1	2%	-8%	.	.	1.1	-1.2%	-0.6%	5%	-1	1	i	5.4
O=C(Oc1ccc2c(c1)C(=O)c1ccccc1CO2)c1ccccc1	4%	10%	7	726	1.1	-3.0%	2.6%	3%	38	50	i	0.7
CCOC(=O)C1CCCN(c2nc3ccccc3nc2C(C#N)C(=O)NCc2ccccc2)C1 (stereo unspecified)	15%	-1%	-12	588	0.8	-0.4%	0.3%	8%	2	-3	i	0.2
O=C(Cn1ncc2c(=O)oc3ccccc3c21)NCCc1ccsc1	12%	11%	11	654	1.1	-1.0%	0.3%	19%	-4	-2	i	1.7
CCOc1ccc(C(=O)NC(=S)NC2CCCC2)cc1[N+](=O)[O-]	2%	4%	-2	734	1.1	2.0%	5.0%	-1%	14	13	i	0.3
CCCCn1c(SCC(=O)c2ccc(OC)cc2OC)nc2cc(S(N)(=O)=O)ccc21	10%	8%	.	.	1	1.0%	3.9%	3%	7	-9	i	1.9
CC(C)(C)N1C(=O)c2ccc(C(=O)Nc3ccc(-c4nc5ccccc5[nH]4)cc3)cc2C1=O	14%	0%	23	428	1	-2.2%	-5.2%	2%	15	22	i	0.2
O=C(NC(=S)NN1CCCCC1c1cccnc1)c1ccc(Cl)cc1Cl (stereo unspecified)	.	19%	10	733	.	.	-0.5%	.	.	.	i	0.3
CCNC(=O)c1sc(-c2ccccc2)nc1C	-5%	2%	.	.	1	1.7%	0.9%	-4%	-6	-15	i	0.7
Cc1ccc(S(=O)(=O)N[C@H](C(=O)Oc2ccc3c(C(F)(F)F)cc(=O)oc3c2)c2ccccc2)cc1	1%	5%	.	.	1.1	1.8%	3.4%	6%	-1	1	i	0.8
COc1ccc2oc(C)c(NC(C)=O)c2c1	1%	15%	.	.	1.1	-2.5%	0.4%	0%	-1	-13	i	1.0
COc1ccc(C(=O)c2oc3ccc(Br)cc3c2NC(C)=O)cc1	0%	17%	.	.	1.2	-0.1%	-2.7%	-4%	10	-9	i	2.3
COC(=O)c1cc(C(=O)OC)cc(N2C(=O)CC(NNC(=O)c3ccccc3Br)C2=O)c1 (stereo unspecified)	10%	17%	.	.	1.1	1.3%	3.9%	-1%	.	.	i	1.5
CC1CCCCC1NC(=O)NC(=O)CCl (stereo unspecified)	-12%	-4%	2	599	1.1	7.7%	-1.3%	-5%	-11	-18	i	0.1
C=CCN1C(=O)C(Cc2cccc(Cl)c2)S/C1=N/N=C/c1ccco1 (stereo unspecified)	15%	6%	-26	688	1.1	-2.1%	-2.0%	9%	3	-7	i	6.9
O=C(CSCCS(=O)(=O)c1ccc(Cl)cc1)Nc1ccccc1	.	0%	11	734	.	.	-0.4%	.	.	.	i	0.2
Nc1cccc(-c2nc3cc(S(=O)(=O)c4ccc5oc(-c6cccc(N)c6)nc5c4)ccc3o2)c1	2%	-14%	.	.	0.9	2.5%	0.0%	6%	-18	-29	i	1.4
Cc1ccc(C)c(N2CCN(C(=O)C3CCN(S(=O)(=O)c4c(C)noc4C)CC3)CC2)c1	.	-2%	-5	689	.	.	-0.1%	.	.	.	i	0.6
c1csc(-c2nnc(NC3CCCCC3)c3ccccc23)c1	16%	12%	15	684	1	-2.0%	1.2%	4%	31	8	i	1.0
COc1ccccc1N1CCN(C(=O)CCc2c[nH]c3ccccc23)CC1	8%	1%	-44	702	1	-0.6%	0.1%	7%	12	5	i	1.1
COc1ccc(NS(=O)(=O)c2cc(NC(=O)c3ccncc3)ccc2N2CCOCC2)cc1	-5%	4%	-2	627	1	-0.1%	3.5%	-5%	-10	-12	i	1.1

The last four compounds of the section above open the next one.
SMILES	PMI inhibitors	M1AAP inhibition	Lipid droplet	Lipid droplet cells 6.5 µM	TNAP activators	CSM14.1 death rescue	K1F lysis inhibition	PMI inhibition	WT yeast gro inh	WT yeast gro inh mutant strain	Myeloid diff MLP	Myeloid diff MLP GFP+ MAC1+ %
Cc1ccc(C)c(N2CCN(C(=O)C3CCN(S(=O)(=O)c4c(C)noc4C)CC3)CC2)c1	.	-2%	-5	689	.	.	-0.1%	.	.	.	i	0.6
c1csc(-c2nnc(NC3CCCCC3)c3ccccc23)c1	16%	12%	15	684	1	-2.0%	1.2%	4%	31	8	i	1.0
COc1ccccc1N1CCN(C(=O)CCc2c[nH]c3ccccc23)CC1	8%	1%	-44	702	1	-0.6%	0.1%	7%	12	5	i	1.1
COc1ccc(NS(=O)(=O)c2cc(NC(=O)c3ccncc3)ccc2N2CCOCC2)cc1	-5%	4%	-2	627	1	-0.1%	3.5%	-5%	-10	-12	i	1.1
O=[N+]([O-])c1ccccc1S(=O)(=O)NCc1cccnc1	-1%	-3%	1	565	1.1	0.7%	-0.6%	1%	-3	-14	i	0.1
O=C(NC1CC1)C1=NOC(CNc2ncc(C(F)(F)F)cc2Cl)C1 (stereo unspecified)	-5%	-11%	7	691	1.1	0.4%	0.2%	-8%	12	4	i	1.1
O=C1c2ccccc2NC(c2cccc(Cl)c2)N1N=C1CCCCCC1 (stereo unspecified)	14%	4%	.	.	1.1	-0.9%	-0.5%	12%	0	-18	i	1.1
O=C(Nc1ccc2oc(=O)ccc2c1)c1cccnc1	-11%	11%	18	732	1	-2.0%	0.6%	-30%	-1	-8	i	0.2
